# Tau ThT inhib: inhibitors of human tau fibril formation, thioflavin T binding | P10636 | recombinant tau K18 P301L, heparin-induced fibrillization, ThT fluorescence | Potency, µM (doses to about 57.4 µM), inactives show at the top dose activity, negative = inhibition, hits mostly inhibitors | 2.1% of 270,000 active | AID 1460; further: nearly all actives have a fitted effect of over 55% in size
# Target sequence (P10636 561-689 P618L limits assumed): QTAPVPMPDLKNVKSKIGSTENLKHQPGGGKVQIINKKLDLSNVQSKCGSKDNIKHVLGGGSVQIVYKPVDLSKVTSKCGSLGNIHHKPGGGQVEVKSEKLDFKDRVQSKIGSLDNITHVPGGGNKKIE
#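 ThT emission at 510 nm, taken 1 hr after adding 30 uM dye, quantifies aggregates formed when 20 uM heparin acts on human tau K18 P301L for 6 hr at 37 C.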
# Tau fluor counter: counter-screen for tau fibril formation inhibitors; tau K18 P301L (four-repeat tau fragment) Alexa594 fluorescence, heparin fibrillization; Potency, µM (highest dose often 57.7 µM), without a hit: at the top dose activity change, negative = decrease; 0.93% of 280,000 active; further: nearly all actives have a fitted effect of over 55% in size
#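 Human K18 P301L tau (15 uM unlabeled plus 0.24 uM Alexa 594-labeled, final) in 100 mM sodium acetate pH 7 was mixed with compound and 20 uM heparin and incubated 6 hr at 37 C.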
# Tau fibril FP: inhibitors of human tau fibril formation | Potency, µM (series often up to 57.7 µM), for the others: at the top dose activity, negative = inhibition, actives largely listed as inhibitors | 0.39% of 280,000 active | K18 P301L tau heparin fibrillization, Alexa594 FP, 6 h | P10636 | AID 1468; further: nearly all actives have a fitted effect of over 55% in size
#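 Human K18 P301L fragment (15 uM unlabeled plus 0.24 uM Alexa 594-labeled) in 100 mM sodium acetate pH 7 with compound, aggregation induced by 20 uM heparin for 6 hr at 37 C. ThT (30 uM) added for 1 hr, then Alexa 594 FP read.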
# L3MBTL1 inh: L3MBTL1 (human) inhibition. AID 485360. AlphaScreen L3MBTL1–H3K9me1 peptide binding. Q9Y468. 0.66% of 230,000 active. Potency, µM (series often up to 57.1 µM), for the others: at the top dose activity, negative = inhibition, hits mostly inhibitors; further: nearly all actives have a fitted effect of over 60% in size
# Target sequence (Q9Y468 whole entry, looked up): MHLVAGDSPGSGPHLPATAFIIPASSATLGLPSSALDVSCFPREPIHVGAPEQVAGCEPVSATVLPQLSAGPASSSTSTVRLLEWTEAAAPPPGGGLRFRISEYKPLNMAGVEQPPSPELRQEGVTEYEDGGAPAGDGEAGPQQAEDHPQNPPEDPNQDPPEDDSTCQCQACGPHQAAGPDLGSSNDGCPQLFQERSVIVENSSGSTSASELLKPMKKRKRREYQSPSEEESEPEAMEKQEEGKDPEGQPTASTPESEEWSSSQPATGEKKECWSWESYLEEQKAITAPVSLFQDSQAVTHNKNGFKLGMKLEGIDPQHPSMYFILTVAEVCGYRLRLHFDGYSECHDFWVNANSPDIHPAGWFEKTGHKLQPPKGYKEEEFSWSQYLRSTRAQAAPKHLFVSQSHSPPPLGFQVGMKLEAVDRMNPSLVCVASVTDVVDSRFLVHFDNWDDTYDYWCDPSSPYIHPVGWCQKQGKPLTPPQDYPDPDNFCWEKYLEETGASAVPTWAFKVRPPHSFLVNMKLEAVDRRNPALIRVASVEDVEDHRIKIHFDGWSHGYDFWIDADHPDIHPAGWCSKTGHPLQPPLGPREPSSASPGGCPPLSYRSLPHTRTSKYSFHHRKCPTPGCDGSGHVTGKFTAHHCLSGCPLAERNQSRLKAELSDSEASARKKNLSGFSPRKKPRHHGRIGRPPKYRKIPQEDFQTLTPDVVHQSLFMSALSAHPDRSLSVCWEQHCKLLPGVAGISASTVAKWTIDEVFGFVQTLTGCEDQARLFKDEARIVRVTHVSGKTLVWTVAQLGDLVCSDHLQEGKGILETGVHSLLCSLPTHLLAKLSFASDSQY
#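 Read-out is AlphaScreen signal from streptavidin donor and nickel chelate acceptor beads (10 ug/mL final each) bridging L3MBTL1 (50 nM) and biotinylated K9-monomethylated H3(1-15) peptide (75 nM), after 30 min compound exposure at room temperature.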
# GLA spleen mod: inhibitors or activators of human alpha-galactosidase in spleen homogenate. human spleen homogenate, 4MU-alpha-Gal fluorescence, 40 min. P06280. Potency, µM (doses to about 80 µM), for the others: top-dose activity change, negative = inhibition, usual class: inhibitors. 0.008% of 240,000 active;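 further: 0% = enzyme with vehicle and -100% = no enzyme basal signal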
#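 qHTS titration in buffer at pH 5.0. Alpha-galactosidase activity in spleen homogenate was measured via 4-methylumbelliferone release from 1 mM fluorogenic substrate after 40 min at 37C and a pH 10 stop. AC50 came from Hill fits of control-normalized data.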
# TRb-SRC2 inh: TRbeta-SRC2 interaction inhibition; P10828; TRbeta-SRC2 peptide binding, fluorescence polarization; receptor liganded with 1 µM T3; Potency, µM (doses to about 106 µM), inactives show top-dose activity change, negative = inhibition, usual class: inhibitors; 0.065% of 280,000 active; AID 1469;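 further: plate controls were bound peptide for no effect and peptide without receptor for full effect; nearly all actives have a fitted effect of over 50% in size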
#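 Binding of a 20-amino-acid Texas Red SRC2 peptide (20 nM) to TRb ligand-binding domain (0.6 uM) with agonist T3 at 1 uM was followed by fluorescence polarization after a 5 hr room-temperature incubation.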
# TexasRed fluor: counter-screen for TRb-SRC2 inhibitors: fluorescence interference | TRb/SRC2 Texas Red total fluorescence interference | Potency, µM (series often up to 106 µM), without a hit: top-dose fluorescence change, negative = quenching | 0.29% of 280,000 active; active means well fitted curve in either direction with a large enough effect; inconclusive means small, poorly fitted or top-dose-only effect
#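 Human TRb ligand-binding domain at 0.6 uM with 20 nM Texas Red SRC2 peptide in Tris buffer containing 1 uM T3 and 5% DMSO, incubated with compound 5 h at ambient temperature. Total fluorescence (555/632 nm) calculated as parallel + 2 × perpendicular.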
# ALDH1A1 block: ALDH1A1 (human) enzyme inhibition; Purified ALDH1A1, NADH fluorescence, propionaldehyde substrate; 7.3% of 220,000 active; Potency, µM (titrated, usually from 75.3 µM), without a hit: top-dose activity, negative = inhibition, hits mostly inhibitors; AID 1030; active means well fitted inhibition curve with a large enough effect, not every such curve was filed as active; inconclusive means small, poorly fitted or top-dose-only effect, or another doubt; inactive means no such curve, though single readings can be large or run the other way;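 further: plate controls were no enzyme wells and a reference inhibitor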
# Active calls of the source: *; ? = inconclusive; · = not tested or not shown; [ ] = dose if it differs, or a comment. Unless noted, the call rests on the fitted dose curve; in most records, active means well fitted curve in the direction sought with a large enough effect; inconclusive means small, poorly fitted or top-dose-only effect, or another doubt; inactive means no such curve, though single readings can be large; an effect the other way counts as inactive or inconclusive. Unless noted, on the % scale 0 is the no-effect control and ±100 the full control effect; potency means the concentration at half of the fitted maximal effect.
# The opening ten entries, to show the layout:
SMILES,Tau ThT inhib,Tau fluor counter,Tau fibril FP,L3MBTL1 inh,GLA spleen mod,TRb-SRC2 inh,TexasRed fluor,ALDH1A1 block
CCc1ccccc1NC(=O)Cn1c(=O)n(CC2CCC(C(=O)NCCc3ccccc3)CC2)c(=O)c2ccccc21 (centres undefined),-5.1%,-7.4%,-16.8%,·,·,-1.0%,-2.1%,·
CN=C1S/C(=C/c2cn(CC(=O)OC)c3ccccc23)C(=O)N1C,?,-21.7%,2.6%,-22.1%,2.3%,-11.7%,-0.3%,·
CN(CCc1ccccn1)C(=O)CCc1nnc(CCCc2ccccc2)o1,-3.6%,8.4%,8.2%,-3.4%,3.6%,0.4%,-9.6%,10.7%
Cc1ccc(-n2nc3ccc(NC(=O)c4oc5ccccc5c4C)cc3n2)cc1,-16.4%,-22.9%,-8.5%,·,·,-3.1%,6.6%,·
COc1ccccc1OCCn1cc(C#N)c2ccccc21,-4.1%,-22.3%,?,16.1%,-6.0%,-11.5%,-4.4%,-3.4%
CCN(CC)CCn1c(NCc2ccccn2)nc2ccccc21,-7.5%,-1.1%,2.9%,·,2.2%,-18.4%,1.3%,?
COc1ccc(Nc2nc(N)nc(CN3CCC(Cc4ccccc4)CC3)n2)cc1,?,-24.0%,7.2%,-7.9%,1.6%,4.4%,-0.8%,-21.2%
Brc1ccc(C=Nc2ccc3c(c2)OCCOCCOCCO3)s1,-3.9%,-1.1%,-18.1%,-1.9%,6.8%,0.4%,0.8%,-8.0%
O=C(COC(=O)c1ccc2ccccc2n1)c1ccccc1,-17.5%,-11.5%,-1.1%,·,2.1%,-3.1%,-5.1%,-12.8%
COc1cccc(NC(=O)c2sc3nc(C)c(C(=O)Nc4ccc(C)cc4C)c(-c4cccs4)c3c2N)c1,?,-14.5%,-6.9%,·,·,1.9%,-1.0%,·

# All compounds of this part (from the top)
SMILES,Tau ThT inhib,Tau fluor counter,Tau fibril FP,L3MBTL1 inh,GLA spleen mod,TRb-SRC2 inh,TexasRed fluor,ALDH1A1 block
CCc1ccccc1NC(=O)Cn1c(=O)n(CC2CCC(C(=O)NCCc3ccccc3)CC2)c(=O)c2ccccc21 (centres undefined),-5.1%,-7.4%,-16.8%,·,·,-1.0%,-2.1%,·
CN=C1S/C(=C/c2cn(CC(=O)OC)c3ccccc23)C(=O)N1C,?,-21.7%,2.6%,-22.1%,2.3%,-11.7%,-0.3%,·
CN(CCc1ccccn1)C(=O)CCc1nnc(CCCc2ccccc2)o1,-3.6%,8.4%,8.2%,-3.4%,3.6%,0.4%,-9.6%,10.7%
Cc1ccc(-n2nc3ccc(NC(=O)c4oc5ccccc5c4C)cc3n2)cc1,-16.4%,-22.9%,-8.5%,·,·,-3.1%,6.6%,·
COc1ccccc1OCCn1cc(C#N)c2ccccc21,-4.1%,-22.3%,?,16.1%,-6.0%,-11.5%,-4.4%,-3.4%
CCN(CC)CCn1c(NCc2ccccn2)nc2ccccc21,-7.5%,-1.1%,2.9%,·,2.2%,-18.4%,1.3%,?
COc1ccc(Nc2nc(N)nc(CN3CCC(Cc4ccccc4)CC3)n2)cc1,?,-24.0%,7.2%,-7.9%,1.6%,4.4%,-0.8%,-21.2%
Brc1ccc(C=Nc2ccc3c(c2)OCCOCCOCCO3)s1,-3.9%,-1.1%,-18.1%,-1.9%,6.8%,0.4%,0.8%,-8.0%
O=C(COC(=O)c1ccc2ccccc2n1)c1ccccc1,-17.5%,-11.5%,-1.1%,·,2.1%,-3.1%,-5.1%,-12.8%
COc1cccc(NC(=O)c2sc3nc(C)c(C(=O)Nc4ccc(C)cc4C)c(-c4cccs4)c3c2N)c1,?,-14.5%,-6.9%,·,·,1.9%,-1.0%,·
O=C(c1ccccc1)c1sc(N2CCCCCC2)nc1-c1ccccc1,-21.8%,-16.7%,2.5%,17.9%,2.4%,-0.7%,-1.8%,?
COC(=O)c1cc(OC)c(OC)cc1NC(=O)c1ccc(OC)c(OC)c1,-15.5%,-13.9%,-0.9%,·,10.8%,-0.3%,2.6%,305.6%[activator]
CCc1nn(CC(=O)NCCOC)c(=O)c2cc3cc(F)ccc3n12,-3.7%,-5.0%,-1.9%,·,·,11.9%,-11.6%,·
Cc1nn(-c2ccccc2)c(C)c1C(=O)OC/C(O)=C(\C#N)c1nc2ccccc2[nH]1,?,-15.6%,11.5%,-11.1%,-2.4%,-15.5%,2.2%,-1.4%
COc1ccc(NS(=O)(=O)c2ccc3oc(SC4CCOC4=O)nc3c2)cc1 (centres undefined),6.3%,-4.6%,5.9%,·,11.4%,2.5%,-6.7%,0.562µM*
COc1ccc(/C=C2\SC(=O)N(CCNC(=O)Cn3cnnn3)C2=O)cc1,?,-4.7%,-0.8%,·,-1.0%,2.2%,-1.1%,-6.5%
O=C(O)CSc1cccc[n+]1[O-],1.2%,-2.9%,-5.3%,·,-0.5%,6.8%,-0.8%,0.8%
Cc1ccc(S(=O)(=O)NC(C)(C)CSc2nncn2N)cc1,-1.9%,-0.3%,0.6%,4.7%[11.4 µM],2.5%,-13.9%,1.9%,-7.7%
O=S(=O)(Nc1cc(Sc2cccc3cccnc23)c(O)c2ccccc12)c1ccccc1,15.8µM*,15.8µM*[quencher],?,?,-8.4%,2.0%,-1.7%,?
Cn1nc(C(=O)Nc2cccc(C(F)(F)F)c2)ccc1=O,3.5%,3.9%,6.3%,-1.1%,-8.9%,-14.9%,-2.1%,-4.3%
CCC(C)(NC=O)C(=O)Nc1c(C)cccc1C (centres undefined),-4.9%,-8.7%,-5.8%,6.0%,0.6%,1.2%,0.4%,-4.3%
Cc1cc(C)n(Cc2ccc(C(=O)Nc3ccc(Br)cc3C)o2)n1,-6.0%,-0.9%,4.3%,-11.5%,2.8%,6.9%,-1.3%,0.3%
O=c1c2ccccc2nc(SCc2ccccc2)n1Cc1ccco1,-16.1%,-9.8%,-3.1%,4.0%,-3.7%,5.3%,1.5%,20µM*
CNC(=O)c1ccc2nc(NC(C)=O)sc2c1,-8.6%,-4.0%,-0.9%,-8.5%,2.3%,-5.6%,-7.4%,11.0%
CCCCNS(=O)(=O)c1ccc(N2CCCCS2(=O)=O)cc1,1.4%,-5.2%,-2.9%,·,·,-2.4%,-1.0%,·
# Remaining list, next part
SMILES,Tau ThT inhib,Tau fluor counter,Tau fibril FP,L3MBTL1 inh,GLA spleen mod,TRb-SRC2 inh,TexasRed fluor,ALDH1A1 block
CCOC(=O)c1ccccc1NC(=O)CCc1c(C)nc2ncnn2c1C,8.2%,4.3%,1.6%,·,·,-6.4%,-2.6%,·
CNC(=S)NNC(=O)c1ccc(N(C)C)cc1,·,-2.7%,5.2%,·,-9.0%,-3.2%,-1.6%,·
CC(C)CNc1oc(-c2ccccc2Cl)nc1C#N,-1.9%,-18.1%,8.8%,?,9.1%,-1.0%,-2.8%,?
COc1ccc(/C=C/C2=NNC(=O)CC2)cc1,-11.5%,0.9%,7.3%,?,-1.7%,-15.8%,0.3%,5.6%
CC(C)C(=O)Nc1nnc(CSCc2ccccc2F)s1,-3.6%,-6.2%,2.9%,·,2.8%,2.2%,-0.2%,14.7%
O=S(=O)(Nc1nc2ccccc2nc1Nc1cccc(S(=O)(=O)N2CCCCC2)c1)c1ccccc1,?,?,-10.9%,3.4%,25.3%,14.1%,-4.9%,?
COc1ccc2[nH]c(C(=O)Nc3ccc(F)cc3Br)cc2c1,-18.1%,-7.6%,6.9%,7.2%,-9.9%,-4.5%,-0.8%,?
CC(=O)N1CCCc2cc(S(=O)(=O)N(C)Cc3ccccc3)ccc21,-8.9%,-13.9%,-1.6%,-9.0%[11.4 µM],0.0%,-0.1%,2.1%,?
Cc1ccc(C)c(N2CCN(C(=O)c3cc(S(=O)(=O)N4CCOCC4)ccc3F)CC2)c1,-2.4%,1.3%,-0.5%,5.5%,3.5%,-0.4%,-2.6%,-13.4%
CC(C)CCNC(=O)c1ccc2c(c1)N(Cc1cccc(Cl)c1)C(=O)c1ccccc1S2,0.7%,-8.1%,-7.8%,·,·,-1.1%,-1.8%,·
O=C(CCCOc1ccccc1)N1CCc2ccccc2C1,-12.0%,-7.6%,5.2%,8.6%[11.4 µM],-0.6%,1.0%,1.1%,-1.4%
COc1ccc2c(c1)CCC(C)N2S(=O)(=O)c1ccc(C2CNC(=O)C2)cc1 (centres undefined),-3.7%,-10.5%,-0.6%,-5.5%,-4.1%,10.4%,1.7%,3.9%
CCCNC(=O)c1[nH]c(C)c(C(C)=O)c1C,7.2%,5.6%,-2.3%,-4.7%,-14.2%,3.3%,4.0%,4.9%
COc1ccc(-c2noc(CC(=O)N(C)c3cc(Cl)c(OC)cc3OC)n2)cc1,-15.4%,-23.2%,-1.9%,·,·,-1.0%,-2.0%,·
COc1ccc2c(c1)CCc1c-2n[nH]c1C(=O)O,-13.6%,-2.5%,1.2%,·,-1.3%,-13.5%,-2.7%,-10.2%
COc1ccc(-n2cc(CNCC3CC(=O)N(C4CC4)C3)c(-c3ccccc3Cl)n2)cc1 (centres undefined),9.1%,-2.3%,4.2%,-9.5%,-2.7%,-9.6%,-1.2%,-3.9%
COc1ccc(C(=O)NCC(=O)O)cc1,-0.5%,2.2%,2.0%,·,3.1%,-17.4%,0.9%,-1.0%
CN1CCN(C(=O)C2=C[C@@H](c3ccc(C(F)(F)F)cc3)C[C@@H](OCCCCO)O2)CC1,-11.6%,-4.5%,-0.2%,3.2%,2.6%,2.5%,-0.5%,0.0%
N/C(CC(=O)Nc1ccc(F)cc1)=N\O,4.5%,-4.3%,2.7%,-11.8%,-4.6%,6.9%,-3.8%,7.6%
O=C1c2ccccc2C(=O)N1CCCCSc1nnc2c(Cl)cc(Cl)cn12,-12.8%,-14.6%,-6.3%,·,-4.5%,6.6%,-3.7%,?
O=C(c1c(Cl)cccc1Cl)N1CCCCCC1,-4.0%,4.6%,2.1%,1.0%,?,3.8%,-3.8%,3.1%
Cc1cc(-c2ccc(Cl)cc2)n2ncnc2n1,0.3%,0.2%,1.7%,2.4%,-6.4%,1.8%,1.8%,·
Cn1c(=O)[nH]c(=O)c2c1nc(Br)n2C/C=N/Nc1ccccc1,-18.0%,-14.3%,-10.7%,·,3.3%,-8.0%,-0.5%,?

# Compound activity from PubChem BioAssay.

# Rows were taken by chance. About 8.5% of those tested had a hit in this group.
